Rac1 GTP hydrolysis = MgcRacGAP GTPase-activating activity inhibitors, confirmation, biochemical, ADP Hunter fluorescence | 340,000 compounds, 0.6% hits | MgcRacGAP-stimulated Rac1 GTP hydrolysis, ADP Hunter fluorescence; higher % means a stronger effect; GST-tagged Rac1 F28L mutant substrate | one-dose inhibition, % at 30 µM; IC50 in µM for titrated hits;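 active = first-screen hits whose inhibition reached a set limit at any dose in the follow-up dose series; inconclusive = inhibition above the set first-screen limit but never retested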;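 note: fluorescence reports GDP produced by GAP-driven GTP hydrolysis; strong numbers were not always called active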
AID2073 = inhibitors of Mint1-CaV2.2 protein interaction, biochemical, HTRF (AID 2073) | HTRF protein-protein interaction, Mint1-CaV2.2; higher % means a stronger effect | inhibition, % at 20 µM, or IC50 in µM where a hit was titrated | 290,000 compounds, 0.19% hits; in the data active = inhibition mostly above about 51%, no sharp cut-off; inconclusive = no clear call, values can overlap the other calls; inactive = mostly below about 53%; note: some results filed as inactive read as strong as hits
NTR1 ag = NTR1-driven beta-arrestin-GFP spot formation – imaging, U2OS cells, high content, primary screen (AID 493036) | P30989 | agonist mode | activation, % at 20 µM | 330,000 compounds, 0.17% hits;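 active = activation at or above 40% of the spot to cytoplasm intensity ratio, with at least 20 cells analyzed; inconclusive = wells under 20 cells, flagged as cytotoxic or low count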;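 note: 0% = DMSO without peptide and 100% = 100 nM NTR1 peptide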
Target sequence (P30989 whole entry, looked up): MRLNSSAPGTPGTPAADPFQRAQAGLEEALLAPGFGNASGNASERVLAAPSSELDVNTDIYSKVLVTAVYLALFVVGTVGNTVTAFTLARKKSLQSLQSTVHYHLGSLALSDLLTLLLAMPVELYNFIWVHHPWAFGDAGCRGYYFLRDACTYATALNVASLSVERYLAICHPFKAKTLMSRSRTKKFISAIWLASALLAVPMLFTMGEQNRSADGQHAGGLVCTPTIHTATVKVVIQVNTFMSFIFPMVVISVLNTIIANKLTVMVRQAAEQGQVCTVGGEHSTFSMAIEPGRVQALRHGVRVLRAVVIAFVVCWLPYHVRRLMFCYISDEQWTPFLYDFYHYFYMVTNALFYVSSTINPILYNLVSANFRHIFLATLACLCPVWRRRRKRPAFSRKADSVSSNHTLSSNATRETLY
GPR55 LPI antagonism = inhibition of LPI-stimulated GPR55 beta-arrestin translocation – imaging, U2OS, beta-arrestin-GFP, LPI agonist, primary screen (AID 2013); U2OS GPR55 beta-arrestin-GFP translocation imaging, LPI antagonism; higher % means a stronger effect; one-dose inhibition, % at 10 µM; IC50 in µM for titrated hits; 290,000 compounds, 0.13% hits;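 active = spots per cell inhibited over 60%, with over 100 cells counted and total cytoplasm intensity under 500,000; inconclusive = wells with under 100 cells, flagged as likely toxic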;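 note: U2OS cells stably carrying GPR55 and arrestin-GFP stimulated by 5 µM LPI near EC80; imaged beta-arrestin-GFP aggregate spots per cell after agonist stimulation; plate controls were LPI-stimulated DMSO wells for no effect and DMSO wells without LPI for full effect; some results filed as inactive read as strong as hits; confirmed hits need IC50 under 10 µM and bright autofluorescent wells are also inconclusive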
GPR35 arrestin U2OS = inhibition of zaprinast-stimulated GPR35 beta-arrestin translocation – imaging, U2OS, beta-arrestin-GFP, zaprinast agonist, primary screen (AID 2058); inhibition, % at 10 µM, or IC50 in µM where a hit was titrated; U2OS GPR35 beta-arrestin-GFP translocation imaging, zaprinast antagonism; higher % means a stronger effect; 290,000 compounds, 0.052% hits;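 active = inhibition of at least 50% with at least 30 cells and total cytoplasm GFP at most 10,000,000; inconclusive = under 30 cells or total GFP of 10,000,000 plus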
NS5 inhibitors = Dengue-2 NS5 methyltransferase inhibitors, primary screen, biochemical, confirmation dose response (AID 588689); Dengue-2 NS5 methyltransferase capping enzyme assay, biochemical; higher % means a stronger effect; inhibition, % at 25 µM; hits with a dose series show IC50 in µM; 340,000 compounds, 0.3% hits; in the data active = a potency from the dose series; inconclusive = inhibition above about 29% without an active follow-up result
SV40 large T antigen = TAg ATPase/helicase activity blockers – biochemical (AID 1903) | SV40 large T antigen ATPase/helicase inhibition assay; higher % means a stronger effect | one-dose inhibition, % at 20 µM; IC50 in µM for titrated hits | 310,000 compounds, 0.39% hits; in the data active = a potency from the dose series; inconclusive = inhibition mostly from about 32% at the one dose, without a potency; inactive = the rest, 99 in 100 with inhibition below about 32%; note: strong numbers were not always called active
Yfh1-off respiration = mitochondrial function rescue without frataxin homolog – Friedreich's ataxia, plus single-dose screen, dose response (AID 1465); S. cerevisiae Yfh1-off respiration, WST-1 reduction, 72 h; higher fold induction means a stronger effect; one-dose fold induction at 50 µM; EC50 in µM for titrated hits; 220,000 compounds, 0.074% hits;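 active = fold induction of absorbance versus untreated yeast above a set limit, then at least 30% activation at any dose in follow-up; inconclusive = repeats straddling the limit, or above it without dose testing; inactive = fold induction below the set limit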;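 note: activators that raise dye reduction in frataxin-depleted yeast; strong numbers were not always called active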
GPR55 activation = GPR55 agonists via beta-arrestin recruitment, primary screen, imaging, U2OS cells, beta-arrestin-GFP redistribution (AID 1961). 290,000 compounds, 0.048% hits. activation, % at 10 µM, or EC50 in µM where a hit was titrated. U2OS GPR55 beta-arrestin-GFP redistribution imaging; higher % means a stronger effect;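 active = activation above 40% with more than 50 cells counted in the well; inconclusive = wells holding fewer than 50 cells, flagged as toxic or sparse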;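 note: U2OS osteosarcoma cells stably expressing GPR55 and beta-arrestin-GFP; plate controls were DMSO negative control for no effect and LPI positive control for full effect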
NTR1 ag cell count 20 µM = further read-out of NTR1 ag, marked with its call; cell count; measured here: cell count, cytotoxicity flag
NS5 inhibitors pilot replicate = recorded beside NS5 inhibitors, whose call it bears; inhibition, %; measured here: pilot screen replicate inhibition
* hit, by the source's call; i = inactive; ? = inconclusive; nt = no result given.

SMILES	Rac1 GTP hydrolysis	AID2073	NTR1 ag	NTR1 ag cell count 20 µM	GPR55 LPI antagonism	GPR35 arrestin U2OS	NS5 inhibitors	SV40 large T antigen	Yfh1-off respiration	GPR55 activation	others
O=C(NCCCN1CCOCC1)c1ccc2c(c1)N(Cc1ccc(Cl)cc1)C(=O)c1ccccc1S2=O (stereo unspecified)	-19.4%	6.0%	-0.2	55	0.6%	10.9%	-1.8%	2.7%	nt	-0.2%
O=C(O)c1cc(N/N=C/c2ccc(N3CCOCC3)s2)ccc1Cl	25.9%	24.7%	0.0	61	-5.6%	-5.5%	14.9%	?	i	-0.3%
COc1ccc(C(=O)Nc2sc3c(c2C#N)CCN(C(C)=O)C3)cc1	4.1%	9.5%	-1.7	92	-14.8%	-7.0%	nt	9.5%	i	-0.4%
S=c1[nH]nc(Nc2cccc3ccccc23)s1	nt	7.1%	-0.4	62	-1.3%	-8.8%	nt	28.2%	i	-0.1%
CCCC(=O)N(Cc1cc2ccccc2[nH]c1=O)c1ccccc1OC	5.6%	-4.8%	0.2	60	-15.2%	3.5%	-2.8%	-1.7%	i	-0.2%
COCCNC(=O)c1ccc(C)c(NC(=O)C2=C(C)OCCS2)c1	-3.3%	7.9%	-0.3	46	1.8%	-8.5%	-3.3%	10.2%	nt	-0.1%
O=C(CC(c1ccc(F)cc1)c1ccco1)N1CCCC1 (stereo unspecified)	15.1%	-1.5%	-0.8	41	-0.1%	-6.2%	12.9%	7.2%	i	-0.2%
CCOC(=O)c1cnc2ccc(OCC)cc2c1NCc1ccccc1OC	5.8%	6.3%	15.1	73	4.3%	4.1%	-3.2%	7.2%	i	-0.2%
CCC(C)(C(=O)NC1CCCCC1)N(Cc1ccco1)C(=O)c1cnccn1 (stereo unspecified)	6.5%	2.2%	-1.2	80	9.1%	4.6%	4.1%	8.5%	i	-0.3%	NS5 inhibitors pilot replicate=1.5
COC(=O)c1sc(-c2ccc(Cl)cc2)cc1NC(=O)/C=C/C(=O)O	8.4%	13.5%	1.1	35	17.4%	14.9%	16.1%	23.1%	i	-0.1%
CC(=O)Nc1ccc(NS(=O)(=O)c2cc([N+](=O)[O-])ccc2C)cc1	2.8%	6.8%	0.1	52	9.2%	19.7%	-7.8%	1.2%	i	-0.3%
O=C(CNC(=O)c1ccccc1F)N/N=C/c1cccnc1	9.6%	18.2%	1.0	51	10.1%	2.0%	0.0%	11.1%	nt	0.6%
CCOC(=O)c1cc2c(=O)n3ccccc3nc2n(Cc2ccco2)c1=NC(=O)c1cccc(OC)c1	-0.3%	36.1%	6.6	61	13.1%	-8.8%	0.7%	22.2%	i	-0.1%
CCN(CC)CC(O)COc1ccc2c(c1)OCO2 (stereo unspecified)	6.6%	-3.4%	-0.7	73	2.7%	-5.1%	-6.1%	10.0%	i	-0.1%
COc1ccc(OC)c(CCNC(=O)c2sc3nc4n(c(=O)c3c2C)CCC4)c1	4.9%	10.9%	-0.3	87	1.6%	18.8%	-13.8%	10.0%	nt	-0.1%
Cc1c(S(=O)(=O)NC(C)c2ccccc2)c(=O)n(C)c(=O)n1C (stereo unspecified)	6.0%	8.9%	0.1	47	16.8%	6.2%	0.7%	8.1%	nt	0.4%
Cc1ccc(S(=O)(=O)N2CCN(CC(=O)N/N=C\c3ccccn3)CC2)cc1	9.3%	-2.3%	-0.6	68	6.5%	9.0%	-9.5%	2.3%	i	-0.1%
CSCCC(NC(=O)c1ccco1)C(=O)Nc1cc(C)ccn1 (stereo unspecified)	7.8%	nt	-0.3	51	nt	nt	-8.1%	18.4%	nt	nt
COc1cccc(CNc2nc3ccccc3n2CCN2CCCCC2)c1	7.1%	7.8%	1.9	81	6.6%	13.0%	-7.2%	5.3%	i	0.9%
N=c1c(S(=O)(=O)c2ccc(Br)cc2)cc2c(=O)n3ccccc3nc2n1Cc1ccco1	3.1%	?	8.6	62	2.1%	3.3%	6.2%	14.8%	nt	0.3%
O=C(Nc1ccccc1O)c1ccc2c(c1)C(=O)N(c1ccccc1)C2=O	7.1%	-2.9%	2.1	66	3.2%	9.7%	-7.7%	7.8%	nt	-0.2%
Cc1ccc2[nH]c(=O)c(CN(CCCO)C(C)c3nnnn3Cc3ccco3)cc2c1 (stereo unspecified)	7.9%	-2.1%	2.2	62	12.5%	-1.5%	-3.9%	24.2%	i	-0.1%
COc1ccc(OC)c(NC(=O)C2CCCN(S(C)(=O)=O)C2)c1 (stereo unspecified)	5.8%	3.5%	0.1	61	-1.4%	-7.7%	2.3%	13.1%	nt	-0.1%
O=C(/C=C/c1ccccc1Cl)Nc1ccncc1	8.1%	-1.7%	-0.1	30	-4.5%	17.7%	0.0%	7.0%	i	-0.1%
O=C(Oc1ccc2ccccc2c1Cl)N1CCCCCC1	9.7%	0.8%	9.2	55	-7.1%	-9.5%	-1.9%	1.6%	i	0.3%

Next entries.
SMILES	Rac1 GTP hydrolysis	AID2073	NTR1 ag	NTR1 ag cell count 20 µM	GPR55 LPI antagonism	GPR35 arrestin U2OS	NS5 inhibitors	SV40 large T antigen	Yfh1-off respiration	GPR55 activation	others
O=C(NC1CCCCC1)c1ccc(S(=O)(=O)N2CCOCC2)cc1	3.9%	7.0%	-1.2	50	-2.3%	0.0%	-3.1%	3.0%	i	0.2%
CCOc1ccc2nc(NC(NC(=O)CC)(C(=O)OC)C(F)(F)F)sc2c1 (stereo unspecified)	2.8%	-6.5%	2.4	49	-5.9%	-6.3%	-12.1%	-1.7%	i	-0.2%
Cc1ccc(C2C(=O)N(C3CCC(C)CC3)CC(=O)N2C2CC2)cc1 (stereo unspecified)	0.1%	-3.4%	-1.8	70	22.0%	-5.0%	-1.6%	16.1%	i	-0.1%
Cc1cc(N=Cc2c(O)n(-c3ccc4c(c3)OCO4)c(=O)c3ccccc23)ccn1	8.1%	6.2%	-0.1	82	9.3%	-8.1%	23.0%	-1.2%	i	-0.1%
O=C1c2c(O)cc(O)cc2O[C@H](c2ccc(O)cc2)[C@H]1O	5.8%	nt	-1.1	85	nt	nt	0.0%	8.5%	i	nt
O=C(NCCc1c[nH]c2ccccc12)c1cc([N+](=O)[O-])cc([N+](=O)[O-])c1	5.8%	-13.1%	2.8	64	0.1%	4.0%	-4.0%	3.0%	nt	-0.1%
O=C(c1ccccc1Cl)N1CCc2ccccc2C1	8.8%	-3.7%	-1.9	54	5.0%	-22.5%	0.0%	9.1%	i	-0.3%
O=C(NCCCN1CCOCC1)C(=O)NCC1OCCCN1S(=O)(=O)c1cc(F)ccc1F (stereo unspecified)	-1.4%	5.6%	-0.3	72	-1.4%	-1.8%	1.3%	11.7%	nt	-0.1%
COc1ccc(CNC(N)=O)cc1	-2.4%	nt	-1.3	99	nt	nt	-5.0%	4.8%	i	nt
COc1cccc(/C=C2\SC(=S)N(NS(=O)(=O)c3ccc(C)cc3)C2=O)c1OC	5.5%	-0.8%	0.0	68	-7.0%	10.1%	36.2µM*	17.4%	nt	-0.1%
CCN(CC(=O)Nc1c(F)cccc1F)C(=O)C1(c2ccccc2)CC1	9.8%	-2.1%	1.3	67	9.0%	-17.3%	-3.9%	6.0%	nt	0.3%
Cc1onc(-c2c(F)cccc2Cl)c1C(=O)N1CCSCC1	nt	30.4%	-0.9	53	9.8%	3.4%	nt	3.2%	i	0.0%
Cc1nc2ccc(NC(=O)c3sccc3C)cc2s1	11.2%	14.5%	-0.3	37	-7.5%	0.7%	-6.7%	1.7%	i	-0.1%
CCNC(=S)Nc1ccc(OC(F)(F)F)cc1	-0.3%	5.3%	2.1	60	3.2%	-5.9%	-4.6%	9.0%	i	0.2%
COCCN(C(=O)Nc1ccc(OC)cc1OC)C1CCN(C(C)=O)CC1	9.4%	-14.9%	-0.6	26	12.4%	-16.4%	-1.4%	0.3%	i	0.3%
O=C(CCCNc1ccccc1)N/N=C/c1cccs1	0.9%	1.3%	0.8	42	6.4%	3.1%	-4.4%	7.3%	i	0.0%
Cc1oc(-c2ccccc2)cc1C(=O)Nc1ccc(N(C)C)cc1	62.3µM*	2.5%	0.6	56	13.1%	10.7%	2.1%	16.9%	i	-0.3%
CC(C)C(=O)Nc1cccc(NC(=O)c2cc3ccccc3o2)c1	8.6%	-4.9%	-0.5	95	11.9%	14.9%	3.2%	15.3%	i	-0.2%
CCOC(=O)C(Cc1ccccc1)NC(=O)Cn1nnc(-c2ccccc2)n1 (stereo unspecified)	9.8%	-9.5%	0.9	76	18.2%	-14.4%	-10.1%	4.9%	i	-0.3%	NS5 inhibitors pilot replicate=-2.7
Cc1cc(C)c(S(=O)(=O)N2CCOC2CNC(=O)C(=O)NCCCN2CCOCC2)c(C)c1 (stereo unspecified)	6.8%	10.5%	0.5	57	6.7%	-3.6%	3.2%	8.2%	nt	-0.2%
COC(=O)/C=C/c1ccsc1NC(C)=O	13.1%	13.4%	-1.3	85	9.6%	19.5%	-7.2%	3.1%	i	0.8%
Cc1ccc(S(=O)(=O)NCC(=O)OCc2ccccc2)cc1	5.4%	-1.5%	1.9	56	-1.0%	9.5%	0.8%	-2.9%	i	-0.4%
CCOC(=O)C1CCN(c2ncnc3nc[nH]c23)CC1	15.0%	8.2%	1.1	59	-1.6%	5.6%	0.0%	-3.9%	i	1.2%
CCOC(=O)CSc1ccc2nnc(CCNS(=O)(=O)c3ccc(C)cc3)n2n1	4.0%	-4.8%	0.4	51	15.3%	28.4%	-14.8%	11.8%	i	0.5%
CCNC(=O)Cc1ccc(NS(=O)(=O)c2ccc(F)cc2)cc1	-0.2%	-2.7%	-1.9	82	3.7%	0.3%	-8.9%	2.3%	i	-1.0%	NS5 inhibitors pilot replicate=-4.7
CCN1C(=O)/C(=C/c2cn(C)nc2C)SC1=S	-5.8%	-4.1%	-0.3	67	0.2%	-1.2%	3.2%	0.7%	i	-0.1%
CC(C)OCCCNC(=S)N1CCC(C(=O)c2ccc(Cl)cc2)CC1	4.8%	-7.8%	0.7	51	-0.1%	1.5%	-2.9%	19.1%	nt	0.2%
COc1ccc(C(=O)n2ccc(C)n2)cc1Br	nt	0.0%	nt	nt	4.1%	10.9%	nt	7.6%	nt	-0.1%
Cc1cc(=O)[nH]c(N2CCCC2)n1	11.5%	2.9%	1.8	35	-1.2%	10.6%	-0.6%	9.8%	i	-0.1%
